# FXIa inh = factor XIa (human) inhibition. AID 798. P03951. 0.14% of 220,000 active. purified FXIa, Boc-Glu-Ala-Arg-AMC fluorogenic substrate. inhibition, % at 5 µM;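 active = inhibition of at least 40%; inactive = inhibition below 40%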;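 also: fluorescence of freed AMC excited at 355 nm; 0% = enzyme without compound and 100% = no enzyme blank; many of its hits are not listed in these tables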
# FXIIa inh = blocks human coagulation factor XIIa protease activity; P00748; purified FXIIa, Boc-QGR-AMC fluorogenic substrate, 2 h; inhibition, % at 5 µM; 0.3% of 220,000 active; AID 800; in the data active = inhibition above about 40%;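 also: 0% = enzyme with no compound and 100% = blank without enzyme; many of its hits are not listed in these tables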
# Target sequence (P00748 20-372 limits assumed): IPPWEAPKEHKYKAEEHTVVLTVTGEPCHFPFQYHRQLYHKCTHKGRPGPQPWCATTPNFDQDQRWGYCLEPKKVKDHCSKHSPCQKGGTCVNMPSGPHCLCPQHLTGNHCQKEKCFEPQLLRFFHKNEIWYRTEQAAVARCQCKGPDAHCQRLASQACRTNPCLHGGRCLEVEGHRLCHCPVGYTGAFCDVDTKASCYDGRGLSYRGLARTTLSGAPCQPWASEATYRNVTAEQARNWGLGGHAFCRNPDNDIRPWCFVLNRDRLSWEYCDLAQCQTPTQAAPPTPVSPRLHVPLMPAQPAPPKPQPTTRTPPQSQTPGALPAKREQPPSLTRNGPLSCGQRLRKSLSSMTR
# Target sequence (P00748 373-615 limits assumed): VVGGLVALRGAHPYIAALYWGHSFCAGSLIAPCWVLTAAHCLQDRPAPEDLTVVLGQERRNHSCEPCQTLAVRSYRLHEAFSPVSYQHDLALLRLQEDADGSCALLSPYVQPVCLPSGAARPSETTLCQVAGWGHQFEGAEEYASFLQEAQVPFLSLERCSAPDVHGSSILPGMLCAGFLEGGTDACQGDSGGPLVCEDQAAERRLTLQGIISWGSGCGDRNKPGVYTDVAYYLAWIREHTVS
# PPC-1+TRAIL kill = compounds killing PPC-1 cancer cells with TRAIL present (potentiator screen, no TRAIL-free arm) | 0.41% of 220,000 active | PPC-1 cells + TRAIL, ATPLite viability luminescence | cell killing (% activity), % at 4 µM;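 active = cell killing above 50% in the first pass at 4 µM, then a duplicate retest at 5 µM averaging 50% or more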;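 also: plate controls were cells with TRAIL plus DMSO for no effect and medium-only wells lacking cells for full effect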
# CHOP inh = inhibitors of CHOP induction in ER stress response. CHO-K1 CHOP-promoter luciferase, tunicamycin-induced, 15-18 h. inhibition, % at 10 µM. 3.8% of 220,000 active;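 active = compounds that reduced the stress-induced luciferase reporter signal by more than about 70% of percent inhibition, limit read from the data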;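 also: 0% = tunicamycin plus vehicle and 100% = wells without tunicamycin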
# EP2 antag = blocks the human prostaglandin E2 receptor EP2 | P43116 | C6 glioma cells expressing human EP2, cAMP TR-FRET; cells stimulated with saturating PGE2 | inhibition, % at 25 µM | 0.52% of 260,000 active | AID 1422;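 active = percent inhibition above 40 after rounding to a whole number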;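 also: rat C6 glioma host cells with rolipram phosphodiesterase inhibitor present; the protocol text gives 20 µM as final concentration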
# Target sequence (P43116 whole entry, looked up): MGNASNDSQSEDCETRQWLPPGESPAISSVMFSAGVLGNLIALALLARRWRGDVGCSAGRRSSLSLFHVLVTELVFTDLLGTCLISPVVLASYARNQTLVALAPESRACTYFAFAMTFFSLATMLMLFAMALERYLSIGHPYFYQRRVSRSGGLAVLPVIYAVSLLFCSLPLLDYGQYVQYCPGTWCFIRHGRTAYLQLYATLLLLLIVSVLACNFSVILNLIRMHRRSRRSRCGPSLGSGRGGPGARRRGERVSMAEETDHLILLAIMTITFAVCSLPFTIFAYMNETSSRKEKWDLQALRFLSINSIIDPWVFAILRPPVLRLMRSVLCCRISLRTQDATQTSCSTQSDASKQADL
# TNF death inh = blocks TNF-alpha induced death of Jurkat FADD-/- cells; Jurkat FADD-/- TNF necroptosis rescue, ATP luminescence, 24 h; 0 = TNF only, 100 = no-TNF cells; activation (protection from cell death), % at 10 µM; 0.068% of 220,000 active;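 active = activation, meaning protection from cell death, of at least 50% relative to plate controls; inactive = activation below 50%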;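 also: necroptosis triggered by 40 ng/mL TNF-alpha added together with compound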
# Tb hexokinase = T. brucei hexokinase 1 inhibition. inhibition, % at 10 µM. recombinant TbHK1, G6PDH-coupled NADH A340. 0.11% of 220,000 active;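 active = inhibition of 50% or more in the single-dose primary screen; inactive = inhibition below 50%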
# L929 necroptosis = L929 zVAD cell death inhibition; 0.38% of 220,000 active; viability rescue, % at 10 µM; L929 zVAD necroptosis rescue, ATP luminescence, 24 h; with zVAD 60 µM; AID 1377;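 active = activation, scaled between plate controls, above about 75%, limit read from the data; inactive = activation under that limit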;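 also: 0% = zVAD with DMSO and 100% = DMSO alone without zVAD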
# Wee1 stabilizer = inhibitors of human Wee1 degradation; P30291; HeLa Luc-Wee1K328M stability, luciferase luminescence; 100% = proteasome inhibitor MG132 effect; reporter increase, % at 5 µM; 1.2% of 220,000 active; AID 1321;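 active = activation above the mean of all tested compounds plus 3 SD, set per screening run, cut at about 8.8% in these data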;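 also: cells exposed to compound for 20 h before luminescence read; 0% = DMSO alone and 100% = MG132 at 30 µM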
# Numbers without * were called inactive; nt = not tested or not shown; & = joins results of further samples. Not all compounds are listed; rates above refer to the full screens.
SMILES,FXIa inh,FXIIa inh,PPC-1+TRAIL kill,CHOP inh,EP2 antag,TNF death inh,Tb hexokinase,L929 necroptosis,Wee1 stabilizer
CCOc1cc(/C=C/c2ccc3cccc([N+](=O)[O-])c3n2)cc(Cl)c1O,-1,3,22,40,6,2.2,-11,3.4,3
COc1ccc(CC(NC(C)=O)C(=O)NC2CCN(c3nc(C)cc(C)c3C#N)CC2)cc1 (stereo not given),20,29,16,-5,2,0.5,-6,-0.7,2
CN1CCC(=C2c3ccccc3C=Cc3ccccc32)CC1,7,9,1,36&-32,16&15,-1.4,4,-1.2,9.7*
Cc1cc(C(=O)N/N=C/C=C/c2ccccc2)c(C)o1,-2,2,28,12,7,0.5,-25,0.9,5
Cc1ccc(-c2ccc(SCC(=O)c3ccccc3)nn2)cc1,-8,3,-10,0,7,1.3,-3,0.4,5
COc1ccc2c(c1)CCc1c-2n[nH]c1C(=O)O,-10,-10,23,-22,16,1.3,0,-1.1,2
COc1ccc(CNC(=O)COc2cc(=O)n(C)c3ccccc23)cc1,-4,1,15,-3,13,-0.1,-6,9.7,1
CCN1CCN(CC(=O)Nc2ccc(C)cc2C)C(=O)C1=O,6,13,22,23,9,0.5,-1,0.5,-2
CCc1ccc(CN(C)CCc2ccccn2)cc1,-10,-3,20,-18,4,0.7,-1,-0.5,-1
COc1ccc(N2CCN(C(=O)CN=C3NS(=O)(=O)C(c4ccc(C)cc4)=C3C)CC2)cc1,-4,12,2,-2,3,1.0,-4,3.0,0
Cn1c(SCC(=O)c2ccccc2)nnc1-c1cccs1,3,1,27,-16,5&4,1.7,-5,-0.3,-2
NS(=O)(=O)c1ccc(Nc2nc3ccccc3nc2NS(=O)(=O)c2cccc([N+](=O)[O-])c2)cc1,0,10,9,17,4,-1.0,-10,2.0,1
Cc1c(C(=O)NCC(C)C)sc2nc(-c3ccc(F)cc3)cn12,1,13,-10,3,6,4.5,3,19,2
CN1CCN(C(=O)c2ccc3nc(-c4ccccc4)c(-c4ccccc4)nc3c2)CC1,-1,-6,16,-44,4,-0.8,-24,0.2,1
O=C(NCc1nc2ccccc2[nH]1)C1=C[C@H](c2coc3ccccc3c2=O)C[C@H](OCc2ccc(CO)cc2)O1,4,10,-19,32,9,-5.2,-15,0.6,nt
CCOc1ccc(C(C)=O)cc1COC(=O)c1cccnc1SC,21,6,29,60,0,0.0,3,1.3,-3
O=P(O)(CN1CCCCCC1)C1Cc2ccccc2C1,0,9,-14,4,12,-0.4,-9,-0.7,2
COc1cccc(N2CCN(CC(=O)c3c[nH]c4ccc(OC)cc34)CC2C)c1 (stereo not given),1,5,30,37,6,1.6,-1,0.9,2
CC(C)(C)c1ccc(S(=O)(=O)Nc2cccc(C3OCCCO3)c2)cc1,-1,-3,7,45,9,2.4,27,1.0,1
Cc1c(/C=N/NC(=O)c2cc(=O)[nH]c(=O)[nH]2)c2ccccn2c1C(=O)c1ccccc1,10,26,-11,17,3,-0.9,-35,0.7,2

# Entries of single compounds from above. Order of screens: FXIa inh, FXIIa inh, PPC-1+TRAIL kill, CHOP inh, EP2 antag, TNF death inh, Tb hexokinase, L929 necroptosis, Wee1 stabilizer
# CCc1ccc(CN(C)CCc2ccccn2)cc1 across the screens: -10, -3, 20, -18, 4, 0.7, -1, -0.5, -1
# Cc1ccc(-c2ccc(SCC(=O)c3ccccc3)nn2)cc1 across the screens: -8, 3, -10, 0, 7, 1.3, -3, 0.4, 5

# Remaining list, next part:
SMILES,FXIa inh,FXIIa inh,PPC-1+TRAIL kill,CHOP inh,EP2 antag,TNF death inh,Tb hexokinase,L929 necroptosis,Wee1 stabilizer
O=C(/C=C/c1cccs1)N1CCOCC1,10,21,6,-18,8,-0.4,-10,nt,-2
CCC/C=C(\CCC)C(NS(=O)(=O)c1cccc2cccnc12)c1ccc(C(=O)OC)cc1 (stereo not given),-1,8,14,40,11,1.0,7,-0.2,-1
COCCn1c(SCC(=O)Nc2sc(C)c(C)c2C#N)nnc1C(C)C,0,4,1,6,9,-0.8,-5,-0.6,-1
Cc1onc(-c2ccccc2)c1-c1n[nH]c(=S)n1-c1ccc(C(=O)O)cc1,20,24,2,12,9,2.0,-4,0.3,1
CCc1nnc(NS(=O)(=O)c2ccc(N=Cc3c(C)[nH]n(-c4ccc(C)cc4)c3=O)cc2)s1,5,14,12,-16,20,-19,0,-0.2,2
COc1cccc2c3c(c(C)nc12)CCN3c1ccccc1,0,9,22,-10,6,-2.5,-8,-0.4,-3
CC1(C)CC(NC(=S)Nc2ccc(S(N)(=O)=O)cc2)CC(C)(C)N1,1,0,-18,24,5,-0.2,-1,2.4,3
CCOC(=O)N1CCOCCOCCN(C(=O)OCC)CCOCC1,-1,5,-18,18,8,-1.9,0,-0.2,-1
C=C(C)COc1ccc(-c2[nH]ncc2Oc2ccc(OC)cc2)c(O)c1,-2,4,-9,-13,3,-0.9,17,1.1,18*
O=C(Cn1cnc2cc([N+](=O)[O-])ccc2c1=O)Nc1ccc(Br)cc1,14,8,-6,6,14,1.5,-8,6.1,1
COc1ccc(-n2c(-c3ccccc3)nc(=S)c3c2CCCC3)cc1,3,7,-12,10,nt,-1.9,-48,-0.1,1
Cc1cc(C(F)F)n2nc(C(=O)Nc3cccc(C(F)(F)F)c3)nc2n1,-6,-8,6,-27,1,1.3,-2,2.3,-1
NS(=O)(=O)c1cccc(NC(=O)CSc2nc3nc(-c4cccs4)cc(C(F)(F)F)c3c(=O)[nH]2)c1,-8,2,37,14,8,1.8,-26,-0.1,-1
CC(C)(C)S(=O)(=O)/C(C#N)=N/Nc1ccc(S(C)(=O)=O)cc1,-3,2,5,-8,3,1.1,-17,0.1,2
CCOC(=O)c1c(-c2ccncc2)csc1N,4,19,46,34,10,-1.9,7,0.6,-1
COC(=O)C1=C(C(=O)OC)[C@@H]2N(C)c3ccc(OC)cc3[C@@]23C[C@@H](C(=O)OC)N(S(=O)(=O)c2ccc([N+](=O)[O-])cc2)C3=N1,0,8,8,-10,10,-1.0,-6,-1.1,nt
CCc1ccc(N2C(=O)Cc3c2nc(N)c(C#N)c3N)cc1,-8,0,-5,17,7,-3.5,-6,-0.3,-2
CCOC(=O)c1sc(N)c(C#N)c1CSc1nnc(C2CC2)n1N,3,13,-3,22,0,-1.1,-28,-0.2,-2
COc1ccc(OC)c2sc(NC(=O)c3ccc(Br)s3)nc12,22,26,-3,91*,14,2.4,20,0.4,1
CCOc1ccc(C(C)(C)C)cc1S(=O)(=O)n1nc(C)cc1C,4,15,17,17,14,-0.6,2,0.5,-1

# Some entries already given, limited to L929 necroptosis.
SMILES,L929 necroptosis
CC(C)(C)S(=O)(=O)/C(C#N)=N/Nc1ccc(S(C)(=O)=O)cc1,0.1
CCOC(=O)c1c(-c2ccncc2)csc1N,0.6
COC(=O)C1=C(C(=O)OC)[C@@H]2N(C)c3ccc(OC)cc3[C@@]23C[C@@H](C(=O)OC)N(S(=O)(=O)c2ccc([N+](=O)[O-])cc2)C3=N1,-1.1
CCc1ccc(N2C(=O)Cc3c2nc(N)c(C#N)c3N)cc1,-0.3
CCOC(=O)c1sc(N)c(C#N)c1CSc1nnc(C2CC2)n1N,-0.2
COc1ccc(OC)c2sc(NC(=O)c3ccc(Br)s3)nc12,0.4

# (further entries)
SMILES,FXIa inh,FXIIa inh,PPC-1+TRAIL kill,CHOP inh,EP2 antag,TNF death inh,Tb hexokinase,L929 necroptosis,Wee1 stabilizer
CC1(C)OC(C(N)=O)C(C(N)=O)O1 (stereo not given),6,19,-3,6,0,-3.0,0,-0.1,5
CC(=O)C1=C(O)C(=O)N(CCN2CCOCC2)C1c1ccccc1 (stereo not given),15,11,14,21,5,1.2,-23,1.1,-2
CCC(C)OC(=O)C(C)Oc1ccc(-c2ccccc2)cc1 (stereo not given),10,15,-11,23,13,-0.7,-1,0.7,-3
CCC(C)(C)NC(=O)/C=C/c1ccc(OC)c(S(=O)(=O)N2CCOCC2)c1,12,24,23,-3,7,1.4,-3,0.2,0
Nn1cnnc1SCC(=O)N(C1CCCCC1)C1CCCCC1,-2,8,4,10,12&9,-0.8,-4,0.5,-3
CSc1nc2c(c(=O)[nH]1)C(c1ccc(C(F)(F)F)cc1)CC(=O)N2 (stereo not given),-2,3,9,-7,-2,-0.5,5,1.1,-1
Cc1cc(C)c(C)c(OCC(=O)N2CCOCC2)c1,5,14,0,10,19,0.8,-7,-0.1,2
COc1ccc(C2=C(C)CC(C)(C)NC2=O)cc1OC,4,8,11,18,15,0.2,3,0.2,-1
COc1ccc(C(=O)O/N=C(\N)Cc2ccc([N+](=O)[O-])cc2)c(OC)c1,-4,-5,-7,42,8,-2.0,-11,0.9,-2
Cc1sc2nc(-c3ccccc3)oc(=O)c2c1C,20,6,11,-38,8,-0.9,2,0.1,-2
CC(=O)c1cnc(Nc2nc(C)c3ccccc3n2)nc1C,0,11,0,43,nt,-1.9,-17,-0.3,-2
O=C(Cc1ccccc1)NCC(=O)OCc1ccc([N+](=O)[O-])cc1,10,12,12,-1,1,1.1,1,0.2,2
CN(C)CCCNC(=O)c1ccccc1Oc1ccccc1,-9,7,6,-5,9,3.1,-9,-0.6,4
NC(=O)CSc1nc2ccccc2n1Cc1ccccc1,2,5,10,13,6,0.6,-16,0.7,0
COc1ccc(N2CCN(CCNC(=O)CCNS(=O)(=O)c3cccs3)CC2)cc1,3,13,20,-4,7,-0.2,3,-0.9,-1
CC(C)Cc1nc(Nc2ccc(S(=O)(=O)N3CCCC3)cc2)c2nnn(Cc3ccccc3)c2n1,-4,3,23,27,1,0.6,-19,2.8,-3
CCN(CC)C(=O)Cn1ncc2c1-c1ccccc1OC2,-3,10,6,30,8,0.1,4,0.0,-2
Cc1cnc(NC(=O)CSc2ccc(Cl)cc2)s1,-6,-1,37,45,15,1.2,6,0.3,6

# A draw from above in order of molar mass, highest first.
SMILES,FXIa inh,FXIIa inh,PPC-1+TRAIL kill,CHOP inh,EP2 antag,TNF death inh,Tb hexokinase,L929 necroptosis,Wee1 stabilizer
COc1ccc(N2CCN(CCNC(=O)CCNS(=O)(=O)c3cccs3)CC2)cc1,3,13,20,-4,7,-0.2,3,-0.9,-1
NC(=O)CSc1nc2ccccc2n1Cc1ccccc1,2,5,10,13,6,0.6,-16,0.7,0
CCN(CC)C(=O)Cn1ncc2c1-c1ccccc1OC2,-3,10,6,30,8,0.1,4,0.0,-2
